Source: PubChem BioAssay (Sanford-Burnham Center for Chemical Genomics)
MPTP block: mitochondrial permeability transition pore inhibitors, primary screen, biochemical, isolated mouse mitochondria, absorbance. Ca2+ swelling absorbance, 30 min. inhibition, % at 10 µM. 1.4% of 360,000 active;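 active = inhibition of 50% or more, scaled per plate between neutral and stimulator controls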;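 note: 0% = DMSO wells given calcium and 100% = 1 mM EGTA wells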
SENP1 FRET inh: human SENP1 catalytic domain inhibitors, primary screen, biochemical, FRET, uHTS; recombinant SENP1 catalytic domain, CyPet-SUMO1-YPet FRET cleavage; inhibition, % at 10 µM; 0.21% of 360,000 active; AID 624204, 2012;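 active = inhibition at least 30% at 10 µM, raw YFP signal under a set limit, fluorescence ratio 0.5 to 1.5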;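 note: 0% = enzyme with DMSO and 100% = no enzyme wells; some results filed as inactive read as strong as hits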
Target sequence (Q9P0U3 419-644 limits assumed): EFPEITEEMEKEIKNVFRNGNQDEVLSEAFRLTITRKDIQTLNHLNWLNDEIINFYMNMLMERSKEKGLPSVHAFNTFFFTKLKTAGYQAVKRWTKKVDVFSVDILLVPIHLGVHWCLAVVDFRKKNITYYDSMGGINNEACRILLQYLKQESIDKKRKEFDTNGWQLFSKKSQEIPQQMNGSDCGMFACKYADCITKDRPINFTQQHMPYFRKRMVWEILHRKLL
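System: Recombinant human SENP1 catalytic domain, His6-tagged | Incubation: Enzyme reaction for 50 min at room temperature, dark | Medium: Tris pH 8 with BME, BSA, NP40 and catalase | Also added: 25 nM SUMO1 FRET substrate | Compound: 10 µM single point, 0.5% DMSO | Measured by: FRET fluorescence in CFP and YFP emission channels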
ATG4B inh: ATG4B protease inhibitors, primary screen, biochemical, fluorescence, uHTS | 0.51% of 340,000 active | Cysteine protease ATG4B (Homo sapiens), Q9Y4P1 | ATG4B cleavage of LC3-PLA2, NBD-HPC fluorescence, 1 h | inhibition, % at 8.33 µM; in the data active = inhibition above about 40%
Target sequence (Q9Y4P1 whole entry, looked up): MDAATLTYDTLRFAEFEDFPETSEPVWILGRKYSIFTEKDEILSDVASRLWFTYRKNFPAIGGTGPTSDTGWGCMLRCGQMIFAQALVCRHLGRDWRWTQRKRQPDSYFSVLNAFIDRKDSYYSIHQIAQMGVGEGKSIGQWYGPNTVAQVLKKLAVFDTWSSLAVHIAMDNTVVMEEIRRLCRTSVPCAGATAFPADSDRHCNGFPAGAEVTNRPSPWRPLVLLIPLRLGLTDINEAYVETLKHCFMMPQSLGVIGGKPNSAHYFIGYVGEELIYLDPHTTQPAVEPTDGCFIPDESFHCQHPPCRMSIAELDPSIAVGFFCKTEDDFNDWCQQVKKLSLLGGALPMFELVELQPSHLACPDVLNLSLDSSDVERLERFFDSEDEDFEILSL
GRIN3A LBD mod: binders of NR3A ligand-binding domain, primary screen, biophysical, differential scanning fluorimetry, uHTS; 2.5% of 340,000 active; Tm shift relative to glycine control, % at 25 µM; Glutamate receptor ionotropic, NMDA 3A (GRIN3A) ligand-binding domain; NR3A LBD differential scanning fluorimetry, Tm shift; 0% = protein alone, 100% = glycine-bound protein;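 active = melting temperature shift of at least 10% of the positive control shift, at one fixed dose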
SENP8 block: human SENP8 protease inhibitors, primary screen, biochemical, fluorescence, Nedd8 protein substrate, uHTS; recombinant SENP8; inhibition, % at 20 µM; 0.64% of 360,000 active; in the data active = inhibition mostly above about 40%, no sharp cut-off; inactive = mostly below about 27%
Target sequence (Q96LD8 whole entry, looked up): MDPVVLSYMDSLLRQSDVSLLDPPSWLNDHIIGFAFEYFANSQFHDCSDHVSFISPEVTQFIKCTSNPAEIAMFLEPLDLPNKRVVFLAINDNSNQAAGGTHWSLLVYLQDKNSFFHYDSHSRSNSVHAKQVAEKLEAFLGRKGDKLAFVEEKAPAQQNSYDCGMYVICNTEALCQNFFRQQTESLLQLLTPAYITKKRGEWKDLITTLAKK
SENP6 inh: SENP6 protease inhibitors, primary screen, biochemical, luminescence, uHTS; Sentrin-specific protease 6 (Homo sapiens), Q9GZR1; Recombinant SENP6 catalytic domain, aminoluciferin luminescence; inhibition, % at 10 µM; 1.8% of 330,000 active;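 active = inhibition above about 50% at the single tested dose, limit read from the data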;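 note: plate controls were DMSO wells with enzyme for no effect and DMSO wells lacking enzyme for full effect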
hIAP activ: human IAP activators, primary screen, biochemical, luminescence, uHTS; 0.16% of 330,000 active; AID 2524, 2010; activation factor at 10 µM; purified human IAP, CDP-Star luminescence, 30 min; stronger effect = higher value; 1 = vehicle-only enzyme, 0 = enzyme-free background; Intestinal-type alkaline phosphatase (Homo sapiens), P09923;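 active = activation factor of the enzyme at least 2-fold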; note: the source names both 10 and 20 µM as test concentration; values of inactives mirror those of a sister screen read the other way
PfG6PD inh: PfG6PD enzyme inhibitors, primary screen, biochemical, fluorescence intensity, uHTS; PfGluPho enzyme, NADPH resazurin-diaphorase fluorescence; inhibition, % at 20 µM; 0.78% of 350,000 active; AID 504690, 2011;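 active = inhibition reaching at least a set limit at 20 µM in the primary screen, cut at about 59% in these data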;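 note: 0% = DMSO wells with substrate and 100% = DMSO wells lacking glucose-6-phosphate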
An asterisk follows results filed as active; i = inactive; . = no result given. Compounds were not picked by outcome, and some 6.7% of all compounds hit somewhere here.

MPTP block	SENP1 FRET inh	ATG4B inh	GRIN3A LBD mod	SENP8 block	SENP6 inh	hIAP activ	Structure	PfG6PD inh
1.1	-3	7	2	-13	-7	1	Cc1ccc(OCc2cc(C(=O)NCC3COCCO3)no2)cc1C (configuration not stated)	-10
1.7	-22	8	-4	-47	7	0.99	CC1CC/C(=C\c2ccc3c(c2)OCO3)C(=O)/C1=C/c1ccc2c(c1)OCO2 (configuration not stated)	6
-3.6	-4	-8	0	-10	7	0.95	C=CCNc1sc(C(=O)c2ccc(C)cc2)c(N)c1C#N	8
-0.8	0	12	29*	-9	-6	0.98	O=C(O)c1ccc(Cl)c(S(=O)(=O)Nc2ccccc2C(=O)Nc2ccc(Cl)cc2)c1	-12
-2.0	0	-2	3	3	-2	0.96	O=C(c1cc(-c2ccccn2)nc2ccccc12)N1CCN(c2ncccn2)CC1	-11
0.4	5	-1	-2	13	4	0.97	CC#CCN1c2ccccc2[C@]23C[C@@H](C(=O)OC)N(C(C)=O)C2=NC(C(=O)OC)=C(C(=O)OC)[C@H]13	0
-0.9	1	-9	0	18	-5	1.1	C1=C(CCNC2=NCCCCC2)CCCC1	2
59*	0	-18	-8	21	.	.	Cc1nc2nc(C)n(CCN3CCOCC3)c(=O)c2c(-c2cccc([N+](=O)[O-])c2)c1C(=O)CCCCCCCCCCN1CCC(c2ccccc2)(c2ccccc2)CC1	39
1.5	26	4	-2	-16	0	1	CCOc1ccc(N2C(=O)CC(/C=C3/N(C)c4ccccc4C3(C)C)C2=O)cc1 (configuration not stated)	7
-0.2	0	2	1	26	-29	0.94	O=C(c1cc([N+](=O)[O-])ccc1N1CCOCC1)N1CCN(S(=O)(=O)c2ccc(F)cc2)CC1	-3
-0.5	2	-8	-8	2	-13	0.94	CC(=O)Nc1ccc(S(C)(=O)=O)c(C)c1	-8
-0.3	2	3	-1	8	1	1	Cc1nnc(SC/C=C/c2ccccc2)n(N)c1=O	0
0.8	-2	14	2	11	-10	1.5	CCN(CC)c1ccc(/C=N/NC(=O)OC)c(O)c1	-19
-1.2	2	-2	-1	8	-3	0.81	CCn1c(C)cc2c(c1=O)C(c1ccc3c(c1)OCO3)C(C#N)=C(N)O2 (configuration not stated)	-8
4.3	-24	-25	-10	-272	-7	1.1	Cc1cc(C)nc(NS(=O)(=O)c2ccc(N/C=C\C(=O)c3ccc(Cl)cc3)cc2)n1	12
-0.7	1	-1	2	6	2	1.3	O=C(NCC(=O)N1CC=C(c2ccccc2)CC1)c1ccccc1Br	-10
-0.1	2	-7	-2	21	3	0.97	O=C(Cn1cc(C(F)(F)F)ccc1=O)N/N=C/c1ccccc1	3
-0.6	16	30	-2	-3	-12	0.99	COc1cccc(/C(C)=N/Nc2ncc(Cl)cc2Cl)c1	-3
2.2	1	9	-3	25	-11	0.91	CC(C(=O)OCC(=O)c1ccccc1)N1C(=O)c2ccccc2C1=O (configuration not stated)	-9
1.9	2	-8	0	4	16	1.1	CCCCN(C(=O)c1ccc(Cl)c(S(=O)(=O)N2CCOCC2)c1)c1c(N)n(CCC)c(=O)[nH]c1=O	7
-9.8	3	-8	1	15	-23	1.2	O=C(N/C=N/OCc1ccc(Cl)cc1Cl)NOCc1c(Cl)cccc1Cl	1
-1.2	0	-6	-1	-12	4	1	C=CCn1c(SCC(=O)Nc2ccc(F)cc2F)nnc1-c1cnccn1	43
3.2	-19	0	-2	i	15	1.1	N#Cc1c2c(c(NCc3ccco3)n3c1nc1ccccc13)CCC2	14
-1.3	1	-5	-1	-17	2	1.2	COc1ccc(CC(=O)OC2CCCN(C)C2)cc1 (configuration not stated)	6
2.0	2	-8	-1	-291	-10	0.97	CCn1c2ccccc2c2cc(/C=N/n3c(C)nnc3C)ccc21	2
1.0	-1	-1	1	2	5	0.86	COc1cc(/C=N/NC(=O)C(=O)N2CCCCCC2)ccc1O	14
3.1	-7	-6	3	19	-19	0.87	Cc1nc([N+](=O)[O-])c(N2CCN(Cc3ccccc3)CC2)n1Cc1ccccc1	-2
-1.8	-1	.	1	5	-17	1	CCOC(=O)CN1CC23C=CC(O2)C(C(=O)Nc2cc(OC)ccc2OC)C3C1=O (configuration not stated)	9
7.8	-6	-1	27*	2	76*	0.96	O=C(NC(=S)Nc1nc2ccccc2s1)c1cccs1	-15
-1.8	-10	-1	2	-336	-12	1.2	COc1ccc(N2C(=O)c3ccccc3NC2c2ccc(OC)c(COc3ccccn3)c2)cc1 (configuration not stated)	-2
-1.7	0	3	1	11	-27	1	CC(C)N1CCC(N2CCN(C3CCCCC3)CC2CCO)CC1 (configuration not stated)	-20
-1.1	1	.	.	16	.	.	CSc1ncnc2c1ncn2CCCN(C)Cc1ccco1	9
0.8	2	-11	-1	i	8	0.98	CCN1C(=O)[C@H]2[C@@H](c3ccc(-c4ccc5c(c4)OCO5)c(OC)c3)N[C@@](C)(C(=O)OC)[C@H]2C1=O	-8
10	2	-8	1	-1	-8	0.96	COC(=O)c1cc2c(ccn2-c2ccc(F)cc2)n1Cc1ccc(C#N)cc1	46
-1.9	0	-2	-38	14	7	0.93	Cc1cc(C(=O)Nc2ccc(S(=O)(=O)Nc3nccs3)cc2)c(C)o1	-13
.	.	-12	6	.	-8	0.81	CCN(CC)c1ccc2cc(-c3nc(-c4ccc(OC)cc4)cs3)c(=O)oc2c1	-6
-0.1	1	-13	0	21	-5	0.98	CN1C(=O)CC(N2CCC(C(N)=O)CC2)C1=O (configuration not stated)	-11
0.7	5	-2	-7	12	-1	0.97	COc1ccc(C(=O)N2CCN(C(=O)c3ccco3)CC2)cc1	-1
-0.2	2	.	.	13	.	.	Cc1ccccc1NC(=O)COC(=O)c1ccc(C)c(S(=O)(=O)N2CCCCC2)c1	-4
-2.1	2	-11	-4	1	-14	0.98	Cc1ccc([N+](=O)[O-])cc1S(=O)(=O)Nc1ccc(-c2ccc(N3CCOCC3)nn2)cc1	-4
0.5	1	7	-3	24	-11	1.5	Cc1ccc(CC(CC(=O)Nc2cccc(C(F)(F)F)c2)C(=O)O)cc1 (configuration not stated)	-11
6.3	4	16	-7	11	-5	0.95	CCOc1ccc2c(c1)C(=NNC(=O)c1ccncc1)c1cc(OCC)ccc1-2	39
3.0	-19	-12	-1	-151	47	1.1	CC/C(C)=N/Nc1nc(-c2cc3cccc(OC)c3oc2=O)cs1	30
0.7	-2	-7	-4	1	-3	0.89	CCCCOc1cccc(C(=O)NC(=S)Nc2ccc(Cl)c(C(=O)O)c2)c1	-7
0.1	-15	.	.	-12	.	.	CCCCN(C(=O)CC1CCCCC1)c1c(N)n(CCCC)c(=O)[nH]c1=O	-9
-0.2	2	2	-3	3	-9	0.97	COC(=O)[C@@]1(C)CC[C@]2(C)CC[C@@]3(C)C(=CC(=O)C4[C@@]5(C)CC[C@H](O)C(C)(C)[C@@H]5CC[C@]43C)[C@H]2C1 (some centres not stated)	-25
0.8	-23	3	1	1	3	1.1	CN1/C(=C\C(=O)C[n+]2ccc3ccccc3c2)C(C)(C)c2ccccc21	6
-0.1	0	-6	-1	21	-6	0.93	CCn1ncc(C2=NOC(C(=O)Nc3ccccc3C(=O)OC)C2)c1C (configuration not stated)	-4
-2.1	0	17	-2	20	10	0.94	CCOC(=O)N1CCC(n2c(=S)[nH]c3ccccc3c2=O)CC1	-12
-0.3	-2	5	0	10	3	0.98	CCN(CC)S(=O)(=O)c1ccc(C)c(NC(=O)c2cc(C)oc2C)c1	-2
1.5	-10	-2	-14	-2	-35	1.3	COC(=O)c1cc2oc(C)cc2n1CC(=O)Nc1ccc(C)c(C)c1	-4
3.4	0	-3	-1	8	12	1	Cc1ncoc1C(=O)Nc1ccccc1-c1ccccc1	-1
1.8	-1	-8	-3	10	-3	0.96	COc1ccc(S(=O)(=O)N(C)C)cc1NC(=O)COC(=O)c1nc2nccc(C)n2n1	10
-6.0	0	-11	0	6	6	2.2*	CN(CC(=O)NC(c1ccccc1)c1ccccc1)Cc1nc2ccccc2c(=O)[nH]1	-3
-0.2	-2	5	2	1	18	1	O=C(NCCOc1ccccc1)c1ccccc1	-11
.	.	-35	-2	.	-23	0.94	C#CCOCCOCCOCCNc1nc(N2CCN(C(=O)[C@H]([C@@H](C)CC)n3cc([C@@H](N)CC(C)C)nn3)CC2)nc(N2CCN(C(=O)[C@H](Cc3cc4ccccc4[nH]3)n3cc([C@@H](N)Cc4ccc(O)cc4)nn3)CC2)n1	18
-10	0	0	0	20	71*	1.2	Cc1ccnc(NC(=O)Nc2ccc(F)cc2)c1	-3
2.7	2	-17	-6	-4	6	0.97	O=C(NNS(=O)(=O)c1ccc2ccccc2c1)c1cc(-c2ccccn2)nc2ccccc12	-25
0.3	-1	-2	0	4	-9	1.2	CCC1SC(N)=NC1=O (configuration not stated)	0
2.1	-4	-1	-3	-7	-8	1	O=C(COC(=O)c1cc[n+]([O-])cc1)NCC12CC3CC(CC(C3)C1)C2	-19

Another view of 3 compounds above.
CCn1ncc(C2=NOC(C(=O)Nc3ccccc3C(=O)OC)C2)c1C (configuration not stated)
  MPTP block: -0.1
  SENP1 FRET inh: 0
  ATG4B inh: -6
  GRIN3A LBD mod: -1
  SENP8 block: 21
  SENP6 inh: -6
  hIAP activ: 0.93
  PfG6PD inh: -4
CCOC(=O)N1CCC(n2c(=S)[nH]c3ccccc3c2=O)CC1
  MPTP block: -2.1
  SENP1 FRET inh: 0
  ATG4B inh: 17
  GRIN3A LBD mod: -2
  SENP8 block: 20
  SENP6 inh: 10
  hIAP activ: 0.94
  PfG6PD inh: -12
CCN(CC)S(=O)(=O)c1ccc(C)c(NC(=O)c2cc(C)oc2C)c1
  MPTP block: -0.3
  SENP1 FRET inh: -2
  ATG4B inh: 5
  GRIN3A LBD mod: 0
  SENP8 block: 10
  SENP6 inh: 3
  hIAP activ: 0.98
  PfG6PD inh: -2

Other structures follow.
MPTP block	SENP1 FRET inh	ATG4B inh	GRIN3A LBD mod	SENP8 block	SENP6 inh	hIAP activ	Structure	PfG6PD inh
-2.0	-25	-9	-3	-24	2	0.99	O=C(Nc1ccc(OC(F)(F)F)cc1)c1ccc2nccnc2c1	36
25	21	0	-3	27	-6	1.1	O=C(NNC(=S)NC(=O)c1ccc(Br)cc1)c1ccc([N+](=O)[O-])cc1	-19
-1.9	2	11	-2	13	-12	0.99	COc1cc(C)c(Br)cc1S(=O)(=O)N1CCOCC1	-22
1.1	2	-2	-8	-32	-8	0.95	COc1cccc(NC(=O)c2oc3ccccc3c2NC(=O)C2CC2)c1	19
-2.1	2	-6	0	12	-5	0.98	CCOC(=O)CSc1nc2sccc2c(=O)[nH]1	16
0.5	5	-7	-10	36	-21	0.86	CN(C)c1ccc(N=Nc2ccccc2C(=O)OCC(=O)N2CCCC2)cc1	3
1.5	-7	11	-2	-20	8	1	O=S1(=O)CCC(N=Cc2ccc(-c3ccc(Cl)cc3)o2)C1 (configuration not stated)	13
-2.6	-1	-2	-1	3	-2	1.1	CC(C)c1csc(CN2CCC(CO)(Cc3ccccc3)CC2)n1	4
0.8	2	-12	0	11	1	0.96	CC(=O)c1c(C)[nH]c(C(=O)Nc2cccnc2)c1C	7
0.9	2	1	-1	19	-8	0.82	O=C(CSc1nccc(=O)[nH]1)NC1CCCc2ccccc21 (configuration not stated)	-24
0.2	-1	0	-3	3	-20	1.4	O=C(c1[nH]nc2c1CCc1ccccc1-2)N1CCN(Cc2ccc3c(c2)OCO3)CC1	-9
-0.4	-5	0	2	0	4	1	C=CCNC(=S)/C(=C(/[O-])c1ccc([N+](=O)[O-])cc1)[n+]1ccccc1	22
-9.9	-2	0	0	25	-15	0.94	Cc1ccccc1NS(=O)(=O)c1cc(C(=O)N2CCCC2)ccc1C	-5
